# CHO-K1 Ca antag: counter-screen for M1 antagonists: effect in parental CHO-K1 cells; ATP-induced calcium, Fluo-8 fluorescence; actives 0.6% (n = 360,000); inhibition, % at 3 µM;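 active = inhibition above a per-plate cutoff, the plate's mean sample inhibition plus 3 SD, cut at about 24% in these data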;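 note: 0% = DMSO plus EC80 ATP and 100% = DMSO alone without ATP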
# TAAR1 antagonist: human TAAR1 antagonism. actives 1.5% (n = 360,000). CHO RD-HGA16 TAAR1, Fluo-8 calcium fluorescence, antagonist. Q96RJ0. inhibition, % at 3 µM. AID 624466;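 active = inhibition above a per-plate cutoff, the mean inhibition of test compounds on that plate plus 3 SD, cut at about 49% in these data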;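 note: 0% = DMSO plus EC80 beta-PEA response and 100% = DMSO alone without agonist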
# Target sequence (Q96RJ0 whole entry, looked up): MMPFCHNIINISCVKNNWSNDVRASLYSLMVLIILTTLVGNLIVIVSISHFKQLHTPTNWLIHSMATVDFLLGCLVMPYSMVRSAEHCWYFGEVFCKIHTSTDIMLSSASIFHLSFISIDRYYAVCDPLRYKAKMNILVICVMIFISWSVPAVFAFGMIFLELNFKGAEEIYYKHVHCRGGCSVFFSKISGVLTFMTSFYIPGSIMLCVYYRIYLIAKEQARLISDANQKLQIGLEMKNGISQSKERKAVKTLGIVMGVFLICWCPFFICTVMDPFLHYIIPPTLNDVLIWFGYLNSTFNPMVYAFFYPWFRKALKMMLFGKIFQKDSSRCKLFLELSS
#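 test system = CHO RD-HGA16 cells bearing hTAAR1 | replication = singlicate | controls = DMSO-only wells and EC80 β-PEA-stimulated wells | reagent = EC80 β-phenethylamine stimulus | read-out basis = percent inhibition of PEA-evoked calcium signal, max/basal emission ratio | schedule = seeding 17-24 h prior, 75-min 37 °C, 30-min RT dye loading | signal = kinetic Fluo-8 calcium fluorescence measurement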
# M1 ag parental: nonselective activator or artifact in parental CHO-K1 cells; actives 0.48% (n = 360,000); activation, % at 3 µM; Fluo-8 calcium fluorescence; scaled to maximal ATP response, vehicle zero; in the data active = activation above about 15%;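 note: untransfected CHO-K1 host cells lacking M1 receptor as counterscreen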
# CHO-K1 Ca PAM: nonselective activator or artifact in parental CHO-K1 calcium assay | ATP EC20, Fluo-8 calcium fluorescence; 0% at ATP EC20, 100% at ATP max | activation, % at 3 µM | actives 0.02% (n = 360,000) | AID 602247;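 active = activation above the run cutoff, the mean activation of all test compounds plus 3 SD, cut at about 40% in these data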;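 note: peak over basal fluorescence ratio in a 140 s read after ATP addition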
# OXTR agonist: agonists of human oxytocin receptor; CHO-OTR cells, Fluo-8 calcium fluorescence; normalized: DMSO 0%, oxytocin 100%; activation, % at 3 µM; actives 0.32% (n = 320,000); AID 2435;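 active = activation above the mean of all tested compounds plus 3 SD, cutoff set per screening run, cut at about 20% in these data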;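 note: peak over basal fluorescence ratio from a 100 s FLIPR kinetic read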
# Target sequence (P30559 whole entry, looked up): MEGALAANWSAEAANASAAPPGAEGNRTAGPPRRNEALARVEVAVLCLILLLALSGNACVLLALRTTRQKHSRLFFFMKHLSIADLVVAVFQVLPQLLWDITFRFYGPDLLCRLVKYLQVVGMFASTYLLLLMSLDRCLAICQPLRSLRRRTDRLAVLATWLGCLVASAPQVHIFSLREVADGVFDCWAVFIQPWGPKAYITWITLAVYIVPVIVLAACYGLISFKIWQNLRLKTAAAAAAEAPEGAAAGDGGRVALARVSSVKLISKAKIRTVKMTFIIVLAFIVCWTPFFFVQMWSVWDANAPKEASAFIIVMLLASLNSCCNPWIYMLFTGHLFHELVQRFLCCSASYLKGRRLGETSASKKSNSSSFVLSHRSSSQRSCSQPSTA
# GPR7 antagonist: antagonists of human GPR7 (neuropeptides B/W receptor 1). GPR7-expressing cells, fluorescence antagonist assay. inhibition, % at 4.4 µM. actives 1.1% (n = 290,000). AID 1861; in the data active = inhibition above about 16%, passing the limit was not always enough;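 note: cells stimulated with the agonist NPW; 0% = agonist with vehicle and 100% = vehicle without agonist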
# Target sequence (P48145 whole entry, looked up): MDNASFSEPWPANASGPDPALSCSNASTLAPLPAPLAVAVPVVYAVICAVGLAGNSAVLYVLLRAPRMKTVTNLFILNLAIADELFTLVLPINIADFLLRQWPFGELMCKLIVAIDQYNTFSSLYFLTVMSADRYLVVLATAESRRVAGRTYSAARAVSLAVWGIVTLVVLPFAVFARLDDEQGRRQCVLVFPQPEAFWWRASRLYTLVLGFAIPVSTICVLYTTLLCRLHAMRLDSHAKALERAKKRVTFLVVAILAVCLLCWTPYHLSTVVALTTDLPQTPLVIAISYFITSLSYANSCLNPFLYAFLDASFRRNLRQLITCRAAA
# V1aR counter: counter-screen for oxytocin receptor agonists: human V1a receptor agonists | CHO-V1R cells, Fluo-8 calcium fluorescence, agonist mode; 0% DMSO, 100% 3 nM vasopressin | activation, % at 3 µM | actives 0.25% (n = 320,000) | AID 2797 | P37288;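 active = activation above the mean activation of all tested compounds plus 3 SD, per screening run, cut at about 20% in these data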;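 note: signal is peak over basal fluorescence ratio across a 100 second FLIPR read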
# OXTR potentiate: potentiates the human oxytocin receptor response; P30559; CHO-OTR cells, Fluo-8 calcium fluorescence, potentiator mode; 0% = oxytocin EC15, 100% = EC100; activation, % at 3 µM; actives 0.061% (n = 320,000);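 active = activation above that plate's cutoff, the mean activation of tested compounds plus 3 SD, cut at about 6.6% in these data, passing the limit was not always enough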;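 note: 100% uses oxytocin at 75 nM as the full agonist control; some results filed as inactive read as strong as hits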
#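 Assay system: CHO cell line stably expressing human OTR | Also added: Oxytocin at about EC15, sub-maximal agonist stimulus | Times: Compound 6 min at room temperature before oxytocin, 100 s read | Measured by: Fluo-8 intracellular calcium fluorescence, ex 470-495, em 515-575 nm | Controls: EC15 oxytocin alone as 0%, 75 nM oxytocin as 100%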
# CHO parental Ca: counter-screen for OX1R antagonists: effect in parental CHO cells; actives 0.63% (n = 330,000); inhibition, % at 5.6 µM; parental CHO-K1, ATP-induced calcium, Fluo-8 fluorescence;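 active = inhibition above that plate's mean sample inhibition plus 3 SD, cut at about 26% in these data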;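 note: 0% = ATP-challenged DMSO wells and 100% = DMSO wells without ATP; some compounds past the cut are filed as inactive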
#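 Assay system: untransfected parental CHO cell line. Also added: ATP agonist challenge. Dosing: one dose, 5.6 µM nominal. Measured by: Fluo-8 fluorescence. Read-out: % inhibition. Benchmarks: ATP wells versus no-ATP DMSO wells. Repeats: no replicates.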
# The depositor's hits bear a star; nt = not tested or not shown.
SMILES,CHO-K1 Ca antag,TAAR1 antagonist,M1 ag parental,CHO-K1 Ca PAM,OXTR agonist,GPR7 antagonist,V1aR counter,OXTR potentiate,CHO parental Ca
CCOC(=S)N/C(=N\S(C)(=O)=O)c1ccccc1,-12,-2,0.8,11,-0.3,-1,0.2,-6,-1
O=C(Nc1ccc(Cl)cc1)c1cccc(N2C(=O)C3C4CCC(C4)C3C2=O)c1 (stereo unspecified),-1,31,8.1,4,10,0,5.8,-11,-20
NC(=NC(=O)c1ccccc1)C1=C(O)CCC1=O,-4,-21,0.6,17,-0.6,-5,0.9,-4,-19
COc1ccc(C(c2nnnn2Cc2ccc(F)cc2)N2CCN(c3ccc(OC)cc3)CC2)cc1 (stereo unspecified),-11,0,-0.2,11,-1.7,5,0.2,-3,-4
CC(C)NC(=O)NC(=O)COC(=O)CCCSc1nc2ccccc2s1,2,-1,0.4,2,2.5,1,5.1,-7,-13
Cc1c(NC(=O)c2ccc(NC(=O)C3CC3)cc2)cccc1C(=O)O,1,7,0.0,-16,0.3,-16,0.9,-4,-9
O=C(CN1C(=O)NC(Cc2ccccc2)(Cc2ccccc2)C1=O)NCC1CCCCC1,-9,8,2.7,20,0.3,4,0.0,1,-24
CC(NS(=O)(=O)c1c(N)n(C)c(=O)n(C)c1=O)c1ccccc1 (stereo unspecified),6,-17,0.1,-11,0.6,-14,2.7,-5,9
COc1ccccc1C(=O)N1CCCC(C)(C(=O)NS(=O)(=O)C2CC2)C1 (stereo unspecified),-3,-20,0.0,7,nt,nt,nt,nt,nt
COc1ccccc1CC(NC(C)=O)C(=O)N1CCN(C(=O)c2cccs2)CC1 (stereo unspecified),-16,8,1.0,24,0.4,-17,0.1,-10,1
CCCCNC(=O)NS(=O)(=O)c1ccc(NC(=O)C(NC(N)=O)C(C)CC)cc1 (stereo unspecified),-7,-16,-0.1,7,2.1,1,0.3,-12,15
Cc1nn(C(C)C(=O)NCc2ccco2)c(=O)c2nn(-c3ccccc3)c(C)c12 (stereo unspecified),-5,-28,4.8,1,0.5,-10,0.8,-3,-4
CN(Cc1ccccc1)c1nc2c(c(=O)[nH]c(=O)n2C)n1Cc1ccccc1Cl,-5,12,0.5,16,0.4,-9,-1.6,-2,-17
CC1(C(=O)NS(=O)(=O)c2ccccc2Cl)CCN1C(=O)C1(c2ccccc2)CCCC1 (stereo unspecified),-10,-14,-0.1,13,nt,nt,nt,nt,nt
c1ccc2c(c1)-c1nc3ccccc3cc1C2N1CCOCC1 (stereo unspecified),-28,24,2.4,21,nt,nt,nt,nt,nt
COc1cccc(CN2CC(C(=O)NCCSc3nnnn3C)CCC2=O)c1 (stereo unspecified),2,-35,0.4,10,0.7,-19,0.9,8,10
O=C(Oc1ccc(Br)cc1)c1cncc(Br)c1,-3,-20,0.6,5,-1.0,2,-0.1,-8,0
CC1Cc2ccccc2N1C(=O)COC(=O)c1cc(Br)ccc1O (stereo unspecified),-6,14,5.3,10,3.3,nt,3.9,-14,3
CCOC(=O)c1c(-c2ccc(C)o2)csc1NC(=O)COC(=O)c1cccs1,-2,23,2.5,2,1.3,0,1.8,-9,19
CC(OC(=O)Cc1ccsc1)C(=O)Nc1ccc(C(N)=O)cc1 (stereo unspecified),5,1,0.0,1,2.0,nt,0.6,-2,-7
CCN(C(=O)CSc1n[nH]c(-c2cccs2)n1)C1CCS(=O)(=O)C1 (stereo unspecified),-21,-20,3.5,26,0.7,-3,0.4,-3,10
CCOc1ccc2oc(C(=O)N(CCOC)c3c(N)n(CC(C)C)c(=O)[nH]c3=O)c(C)c2c1,-18,11,0.7,12,0.8,nt,0.2,4,-16
COc1cc(C(=O)OCCC(C)C)cc(OC)c1O,-20,-22,-0.6,8,0.6,-5,-0.4,-4,-17
CCS(=O)(=O)N1CCC(C(=O)Nc2cc(C)ccc2O)CC1,-7,4,0.1,1,0.7,5,1.6,-2,2
COc1cc(C2NC(=O)NC(c3ccccc3)=C2C(C)=O)c(Br)cc1OCC(N)=O (stereo unspecified),-8,2,0.1,8,0.2,-18,1.2,1,-4
NS(=O)(=O)c1ccc(CNC(=O)Cc2ccccc2F)cc1,-12,10,0.1,18,1.7,1,1.2,5,-6
CCOc1ccc(-n2c(=S)sc3c(=O)n(-c4ccc(F)cc4)c(SCC(=O)O)nc32)cc1,-13,-11,0.2,11,-0.5,-1,0.4,-9,-12
COC(C[C@@H](O)[C@@H](C)[C@H](O)COCc1ccccc1)OC,-6,6,-0.2,-3,nt,nt,nt,nt,nt
COc1cc(OC)c(NC(=O)CNC(=O)Cn2ccc3ccccc3c2=O)cc1Cl,-3,-4,0.0,9,0.4,2,1.2,-7,0
Cn1ncc2c(=O)[nH]c(N)nc21,-8,4,0.4,19,nt,nt,nt,nt,nt

# Compounds above that contain a furan ring, fused or not, in the order listed:
SMILES,CHO-K1 Ca antag,TAAR1 antagonist,M1 ag parental,CHO-K1 Ca PAM,OXTR agonist,GPR7 antagonist,V1aR counter,OXTR potentiate,CHO parental Ca
Cc1nn(C(C)C(=O)NCc2ccco2)c(=O)c2nn(-c3ccccc3)c(C)c12 (stereo unspecified),-5,-28,4.8,1,0.5,-10,0.8,-3,-4
CCOC(=O)c1c(-c2ccc(C)o2)csc1NC(=O)COC(=O)c1cccs1,-2,23,2.5,2,1.3,0,1.8,-9,19
CCOc1ccc2oc(C(=O)N(CCOC)c3c(N)n(CC(C)C)c(=O)[nH]c3=O)c(C)c2c1,-18,11,0.7,12,0.8,nt,0.2,4,-16

# Copied from the list:
# CCOc1ccc2oc(C(=O)N(CCOC)c3c(N)n(CC(C)C)c(=O)[nH]c3=O)c(C)c2c1 – OXTR potentiate = 4
# CC(OC(=O)Cc1ccsc1)C(=O)Nc1ccc(C(N)=O)cc1 (stereo unspecified) – TAAR1 antagonist = 1

# Next structures follow.
SMILES,CHO-K1 Ca antag,TAAR1 antagonist,M1 ag parental,CHO-K1 Ca PAM,OXTR agonist,GPR7 antagonist,V1aR counter,OXTR potentiate,CHO parental Ca
COc1cc(NC(=S)NC(=O)c2ccccc2C)ccc1NC(=O)c1cccs1,-7,25,0.1,13,-0.5,-12,1.4,-11,5
CCCCC(=O)Nc1ccc(C(=O)N2CCCC(C(=O)OCC)C2)cc1 (stereo unspecified),-12,-9,0.5,6,0.6,-10,-0.5,-8,-8
Cc1ccc(NC(=O)c2ccc(OCC3CCCO3)cc2)cc1Cl (stereo unspecified),-8,26,4.4,13,nt,nt,nt,nt,nt
COc1cc(-c2cc(C(=O)Nc3ccc(O)cc3)c3ccccc3n2)cc(OC)c1OC,-9,58*,6.2,13,1.5,-8,3.5,-4,4
c1cc(Nc2ncnc3sc4c(c23)CCC4)ccn1,-17,-9,0.8,-5,-0.1,-11,0.4,-2,1
COCCNC(=O)C(=O)N/N=C/c1ccccc1C(F)(F)F,-4,-5,-0.5,3,-0.8,-18,-0.3,1,2
NS(=O)(=O)c1ccc(CNC(=O)c2ccc(S(=O)(=O)C(F)F)cc2)cc1,-12,-4,0.0,-10,0.4,-11,-0.1,-6,-17
CCOCCCNC(=O)CCCOc1ccccc1,1,6,3.0,18,-0.4,-12,0.3,-9,-11
CCOc1ccc(CNc2ccc(S(N)(=O)=O)cc2)cc1,10,-6,1.2,-6,-0.1,13,3.1,-1,6
CC(=O)Nc1ccc(S(=O)(=O)Oc2ccc(N3C(=O)C4CCCCC4C3=O)cc2)cc1 (stereo unspecified),0,16,10,5,24*,10,17,-11,11
COc1ccc(C(=S)N2CCCC2)cc1,-16,-11,0.9,28,0.7,19,0.5,4,-3
CCOC(=O)/C(=C/c1ccc(F)cc1)NC(C)=O,-5,-4,0.1,2,0.4,-5,0.3,-2,-6
COc1ccccc1N1CCN(c2ccnc3cc(Cl)ccc23)CC1,-13,-11,3.0,8,-0.8,14,0.9,-9,-15
CC(C)C(=O)Nc1ccc(NC(=S)NC(=O)c2ccccc2F)cc1,-8,14,3.6,6,3.8,12,6.0,-4,-10
O=C(OCC(=O)C12CC3CC(CC(C3)C1)C2)c1ccccc1O,-19,-20,1.3,6,1.1,nt,0.0,-10,-21
COc1cccc(NC(=S)Nc2cccnc2)c1,-3,2,0.0,16,-0.5,1,1.2,-5,-14
Cc1ccc2c(c1)N(CC(=O)NC1CCCC(C)C1C)C(=O)c1cccnc1O2 (stereo unspecified),12,-4,0.2,-6,-0.6,4,-1.6,-12,-19
Cc1cc(NC(=O)c2ccc(NC(=O)c3cccs3)cc2)no1,-7,10,4.6,13,3.0,5,0.9,-8,5
O=C(COC(=O)c1ccc([N+](=O)[O-])o1)Nc1ccc(N2CCOCC2)cc1,-10,-3,-0.1,8,1.7,nt,1.0,-9,-11
COc1ccc(S(=O)(=O)Nc2ccccc2SC)cc1C,1,3,-0.2,10,-2.1,0,-1.3,-4,-3
Cc1c(Cl)cccc1NC(=S)N(CCCN1CCOCC1)Cc1ccco1,-9,2,0.9,-5,-0.3,1,0.2,2,-14
COc1cc(/C=C/C(=O)O)cc(S(=O)(=O)Nc2ccccc2SC)c1OC,-9,-8,0.3,17,0.4,7,1.8,3,-3
COc1ccc(S(=O)(=O)N2CCCC2)cc1C(=O)N1CCOCC1,-8,-8,-0.2,11,1.1,-14,4.1,2,-2
CC1CCCC(C)N1C(=O)CSc1nnc(-c2ccco2)n1C (stereo unspecified),-15,13,0.0,7,1.3,nt,-0.6,1,-12
Nn1c(-c2ccccc2Cl)nnc1-c1ccccc1Cl,-7,14,0.0,16,-1.0,-10,0.2,-3,-3
CC(C(=O)NC(C)(C)C)N(Cc1cccs1)C(=O)CCN1CCc2ccccc21 (stereo unspecified),4,-11,22*,2,-3.1,-7,-0.4,-5,-21
Cc1ccc(N(Cc2cc3cccc(C)c3[nH]c2=O)S(=O)(=O)c2ccccc2)c(C)c1,-7,nt,1.8,-12,-0.8,-28,-0.8,-12,-28
CC(C)(C)c1ccc(CS(=O)(=O)CC(O)CN2CCCC2=O)cc1 (stereo unspecified),-9,-5,1.6,2,-0.3,6,0.4,-12,2
COc1cccc(OC)c1C(=O)Nc1ccc(CN2CCOCC2)cc1,-8,-4,-0.2,21,0.1,0,0.6,-1,-8
CCc1nnc(NC(=O)c2ccc(S(=O)(=O)N3CCCC(C)C3)cc2)s1 (stereo unspecified),-9,12,0.3,23,0.1,6,3.5,-2,-9
COc1ccc(C(CNC(=O)c2oc3cc(C)c(C)cc3c2C)N2CCCCC2)cc1 (stereo unspecified),0,-16,-0.1,-8,0.0,-13,-0.8,-15,-9
O=C1CC(N2CCN(c3cccc(C(F)(F)F)c3)CC2)C(=O)N1c1ccc(F)cc1 (stereo unspecified),2,-2,1.7,2,8.2,-6,12,-7,12
COc1ccc(N(CC(=O)Nc2ccccc2C(F)(F)F)C2=NC3CS(=O)(=O)CC3S2)cc1 (stereo unspecified),-14,-11,1.7,16,1.7,-1,3.0,-6,-11

# From PubChem
